Bioassay records deposited in PubChem BioAssay by Broad Institute.
CASP6 VEID inh: caspase-6 (human) enzyme inhibition | AID 686996 | 0.53% of 350,000 active | purified caspase-6, Z-VEID-R110 cleavage fluorescence | inhibition, % at 12.5 µM;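 active = mean inhibition across replicates at least about 35%, with every replicate also reaching that limit, limit read from the data; inconclusive = only one of the two criteria met; inactive = neither criterion met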;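 note: 0% = median of neutral control wells and 100% = no fluorescence left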
Target sequence (P55212 24-179 limits assumed): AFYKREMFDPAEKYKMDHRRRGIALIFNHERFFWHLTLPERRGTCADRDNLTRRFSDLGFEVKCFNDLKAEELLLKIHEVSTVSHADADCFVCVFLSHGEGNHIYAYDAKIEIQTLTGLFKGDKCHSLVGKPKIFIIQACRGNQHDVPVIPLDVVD
Target sequence (P55212 194-293 limits assumed): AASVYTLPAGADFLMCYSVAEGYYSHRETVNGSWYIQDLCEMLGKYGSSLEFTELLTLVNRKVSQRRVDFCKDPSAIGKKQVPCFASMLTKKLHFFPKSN
E-selectin induc: E-selectin induction on HUVECs; 0.37% of 260,000 active; activation, % at 7.58 µM; HUVEC E-selectin immunofluorescence imaging; normalized: neutral wells 0, TNF-alpha wells 100;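 active = mean E-selectin-positive cell signal at least 10% of the positive control, reached in at least 60% of replicates, without over 20% cell loss; inconclusive = no rule given, readout overlaps actives, possibly toxicity-flagged; inactive = the rest, including those meeting only one limit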;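 note: in these data hits start at about 27%; measured in HUVEC primary endothelial cells; signal is the percent of cells scored E-selectin positive by PE staining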
Target sequence (P16581 whole entry, looked up): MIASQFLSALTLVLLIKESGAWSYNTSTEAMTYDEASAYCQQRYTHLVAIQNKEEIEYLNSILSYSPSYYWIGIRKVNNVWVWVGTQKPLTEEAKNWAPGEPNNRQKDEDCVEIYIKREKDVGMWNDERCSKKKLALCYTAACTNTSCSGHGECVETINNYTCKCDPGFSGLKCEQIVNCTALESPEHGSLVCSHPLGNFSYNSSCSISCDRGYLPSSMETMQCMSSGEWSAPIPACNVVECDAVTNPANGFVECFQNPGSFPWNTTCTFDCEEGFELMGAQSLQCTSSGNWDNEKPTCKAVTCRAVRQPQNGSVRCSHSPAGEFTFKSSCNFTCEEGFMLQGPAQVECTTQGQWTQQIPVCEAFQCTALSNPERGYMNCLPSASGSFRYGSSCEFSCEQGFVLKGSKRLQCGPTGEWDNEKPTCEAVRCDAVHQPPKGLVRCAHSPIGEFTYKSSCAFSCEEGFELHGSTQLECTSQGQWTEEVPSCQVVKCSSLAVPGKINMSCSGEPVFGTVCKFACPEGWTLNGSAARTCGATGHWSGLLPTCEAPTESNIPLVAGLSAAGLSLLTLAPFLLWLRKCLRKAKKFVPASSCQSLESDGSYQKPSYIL
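assay system = HUVEC, human umbilical vein endothelial cells | input = 3,000 HUVEC seeded per well | medium = EGM-2 growth medium on 0.1% gelatin-coated wells | dosing = one compound dose added by pin transfer | signal = immunofluorescence imaging | read-out basis = % PE-positive cells | control set = TNF-alpha, DMSO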
GSIS activator: primary screen for activators of insulin secretion dependent on glucose, INS-1E cells, GLuc reporter luminescence | INS-1E GLuc reporter insulin secretion, 2-3 h | activation, % at 16.6 µM | 0.61% of 370,000 active | AID 743287;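 active = lowest replicate activation of at least 40%, so every replicate reaches that level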;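 note: 0% = median of neutral control wells and 100% = median of IBMX positive control wells; some compounds called inactive have numbers as strong as hits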
DENV2 CPE: inhibitors of DENV2 cytopathic effect | CPE inhibition, % at 9.99 µM | 1.7% of 350,000 active | DENV2-infected cells, cytopathic effect rescue, plate reader; in the data active = CPE inhibition above about 20%, passing the limit was not always enough; inconclusive = no clear call, values can overlap the other calls; tested in BHK-21 cells;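 note: 0% = median of neutral control wells and 100% = median of positive control wells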
CFTR F508del cor: CFTR F508del correction in bronchial cells; 0.36% of 350,000 active; CFBE cells, YFP halide quenching; stimulated with forskolin plus potentiator P3; % fluorescence drop versus neutral controls; activity (quench increase), % at 7.58 µM;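 active = mean added fluorescence quench of at least 8% versus neutral control, with both replicates also reaching 8%; inconclusive = only one of the mean or replicate conditions met; inactive = mean below 8% and not both replicates reaching 8%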;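 note: cells transiently co-express mutant CFTR-F508del with the halide-sensitive YFP; corrector assay measuring rescue of mutant channel to the surface after 24 h compound exposure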
RAD52 inh: inhibitors of human RAD52 DNA annealing; recombinant RAD52 DNA annealing, FRET fluorescence; AID 651710; P43351; inhibition, % at 18.7 µM; 0.46% of 360,000 active;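 active = every replicate showing at least 50% inhibition; inconclusive = mean inhibition at least 50% but not in every replicate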
XiGFP reactiv: activators of X-chromosome reactivation in mouse fibroblasts | AID 743238 | XiGFP mouse fibroblasts, % GFP-positive cells imaging, 3 d; cells co-treated with 5-aza-dC sensitizer; scaled so ellipticine positive control = 100% | activation, % at 7.58 µM | 0.055% of 360,000 active;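 active = mean normalized replicate activation at least 10% and every replicate at or above 10%; inconclusive = only one of the two criteria met; inactive = mean below 10% and not all replicates reach 10%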;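 note: 0% = median of on-plate neutral control wells and 100% = ellipticine 6 µM median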
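Schedule: 3 d treatment, 15 min room-temperature fixation; system: 68-5-11 XiGFP fibroblast line; buffer or medium: DMEM plus 5-aza-dC sensitizer; control set: ellipticine 6 µM positive control; compound: one concentration, pinned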
RAD54 branch: RAD54 (human) branch migration inhibition; Q92698; RAD54 Holliday junction branch migration, FAM/BHQ fluorescence; inhibition, % at 10.4 µM; 0.14% of 360,000 active;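 active = mean normalized replicate activity at least 40 and at least half of replicates scoring 40 or more; inconclusive = only one of the two criteria met; inactive = mean below 40 and under half of replicates reaching 40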;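 note: 0% = median of neutral control wells and 100% = median of positive control wells; inhibitors cause a drop in the FAM fluorescence signal; in these data hits start at about 50%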
The depositor's hits bear a star; ? = inconclusive; nt = not tested or not shown.

SMILES	CASP6 VEID inh	E-selectin induc	GSIS activator	DENV2 CPE	CFTR F508del cor	RAD52 inh	XiGFP reactiv	RAD54 branch
Cc1ccc(/C=C/C(=O)c2ccccc(=O)c2O)c(C)c1	39*	0.0	21	-4	nt	-101	0.0	2
O=C(C[C@@H]1CC[C@H]2[C@@H](COC[C@H](O)CN2Cc2ccc3c(c2)OCO3)O1)N1CCOCC1	0	-0.1	1	8	-2.7	-3	0.2	-1
COc1ccc(Br)cc1CN1CCC(N2CCCC2)CC1	-33	0.3	29	25*	0.2	4	0.2	-8
CC(C)n1ncc2c(C(=O)Nc3cccc(C#N)c3)cc(C3CC3)nc21	6	1.0	nt	-5	-0.5	-43	0.1	-11
CC1(C)C2CCC1(CS(=O)(=O)N1CCN(c3ccccc3F)CC1)C(=O)C2 (centres undefined)	2	nt	18	3	-0.2	-10	0.1	-4
CC(=O)Nc1ccc2nc(SCC(=O)O)sc2c1	9	nt	3	nt	nt	-10	nt	-3
O=S(=O)(c1ccccc1)[C@@]1(c2ccc(Br)cc2)C[C@@H]2ON=C(c3cccc(Br)c3)[C@@H]2C1	-1	0.1	-7	-1	-1.5	-11	-0.2	-1
C[C@@H]1CN([C@@H](C)CO)C(=O)Cc2cc(NC(=O)Nc3ccc(F)cc3)ccc2O[C@H]1CN(C)C(=O)Nc1ccc(C(F)(F)F)cc1	nt	52*	-33	-6	-2.4	nt	0.1	8
CNc1ccccc1C(=O)OCC(=O)c1ccc(F)cc1	1	nt	-12	0	-3.6	-4	0.0	nt
Cc1noc(C)c1NC(=O)Nc1ccc2c(c1)C(=O)N([C@H](C)CO)C[C@@H](C)[C@@H](CN(C)Cc1ccc3c(c1)OCO3)OCCCC[C@@H](C)O2	nt	1.2	5	3	0.0	nt	0.1	6
O=C(NC[C@H]1CC[C@H]2[C@H](CN2S(=O)(=O)c2ccccc2)O1)NC1CCCCC1	1	nt	nt	7	-3.9	12	nt	nt
COC(=O)c1ccc(CNC(=O)COC(=O)C2CC3C=CC2C3)cc1 (centres undefined)	9	-0.1	-6	16	-1.8	-5	0.1	nt
COc1ccc(NC(=O)CNc2cc(S(=O)(=O)N3CCOCC3)ccc2N2CCOCC2)c(OC)c1	0	0.4	-6	-2	-1.6	-14	0.2	1
CC(C)Oc1ccc(C2CC(=O)N(C)C2=O)cc1 (centres undefined)	-1	0.1	-22	0	5.5	-10	0.1	-9
Cc1ccc(Cl)cc1NC(=O)NCCN1CCCCC1	-6	nt	-2	3	-1.5	-4	0.3	1
COc1ccc(-c2csc(N=C(N)N)n2)cc1	1	nt	12	0	3.1	14	0.0	nt
O=C(C1CCC1)N1CC2(C1)[C@H](c1ccccc1)[C@@H](CO)N2C(=O)c1cccnc1	4	-0.1	6	-15	0.8	-4	0.2	nt
CCCNC(=O)N1[C@@H](CO)[C@@H]2c3ccccc3N(C(=O)Nc3ccccc3)C[C@@H]21	nt	0.2	-3	-6	-1.3	-6	0.0	2
COc1cc(/C=N/NC(=O)c2ccccc2NS(=O)(=O)c2cccs2)ccc1O	7	1.0	19	8	-0.4	4	0.0	nt
Cc1ccc(S(=O)(=O)c2nc(S(C)(=O)=O)sc2N2CCC(C(N)=O)CC2)cc1	0	nt	15	-7	-3.7	-15	0.0	-8
COc1cc(OC)cc(C(=O)OCC(=O)NC2CCCCCC2)c1	-3	0.0	2	-2	-0.1	-23	0.4	-1
COc1cc(OC)cc(C(=O)NNS(=O)(=O)c2ccc(F)cc2)c1	-6	nt	nt	-4	1.1	-18	0.0	-3
C[C@@H]1CN([C@@H](C)CO)C(=O)c2cc(NC(=O)c3ccccc3)ccc2O[C@@H](C)CCCCO[C@@H]1CN(C)C(=O)C1CCCCC1	-4	0.1	-20	0	-2.2	-1	-0.3	9
O=C(N[C@H]1C=C[C@@H](CC(=O)N2CCC(Cc3ccccc3)CC2)O[C@H]1CO)c1cnccn1	-4	-0.1	-5	-2	-1.3	9	0.4	0
Cc1noc(C)c1NC(=O)N[C@@H]1CC[C@@H](CC(=O)Nc2ccc(-c3ccccc3)cc2)O[C@@H]1CO	-3	0.3	5	5	-1.4	4	0.3	-7
O=C(C[C@@H]1CC[C@@H]2[C@H](COC[C@@H](O)CN2Cc2cc(F)ccc2F)O1)NCc1ccc(Oc2ccccc2)cc1	nt	-0.2	-16	1	3.4	nt	0.2	13
Cc1ccc(CNn2cn[nH]c2=S)cc1	2	nt	3	-1	0.3	-9	0.1	-3
Cc1ccc(C(=O)COc2ccc3c(C)cc(=O)oc3c2)cc1	-2	nt	4	13	-0.7	-23	0.2	1
O=C(Nc1nc2ccsc2c(=O)s1)C1CCC1	-3	-0.1	-1	0	2.9	-7	0.0	-13
CN(C)C(=O)[C@H]1[C@H](CO)[C@H]2Cn3c(ccc(/C=C/c4ccccc4)c3=O)[C@H]2N1CC1CC1	-2	-1.6	-8	8	1.3	-10	0.4	nt
C[C@@H]1CN([C@H](C)CO)C(=O)c2cc(NS(C)(=O)=O)ccc2O[C@@H](C)CCCCO[C@@H]1CN(C)S(C)(=O)=O	nt	0.1	-6	-1	-2.5	nt	0.0	-3
Cc1cc(C)nc(SCc2cn3c(C)cc(C)nc3n2)n1	0	0.7	28	?	-1.4	-6	0.0	-6
COc1cc(C(O)c2nc(-c3cccc(F)c3)cs2)ccc1F (centres undefined)	4	0.6	-26	0	0.2	-18	0.0	-8
O=c1cc(-c2ccccc2)nc2c(Cl)cc(Cl)cn12	-3	-1.2	8	?	-2.3	-21	1.8	nt
COc1ccc(CN(C)C[C@H]2Oc3ccc(NC(=O)Nc4ccc5c(c4)OCO5)cc3CC(=O)N([C@@H](C)CO)C[C@H]2C)cc1	3	-0.1	-13	0	0.8	12	0.1	12
CCOC(=O)c1ccc(NC(=S)NCc2ccc(F)cc2)cc1	-4	nt	-34	4	1.2	-9	0.0	nt
CCCc1nnc(SCC(=O)O)n1CC	-2	nt	10	4	-2.1	-2	0.0	4
NC(=O)Nc1ccc(C(=O)OCC(=O)Nc2ccc([N+](=O)[O-])cc2C(F)(F)F)cc1	-3	-0.8	-23	?	0.1	-13	0.0	nt
O=C1NC[C@H](CCCCN2C[C@H](Cc3ccccc3)N(CCC3CCCCC3)C(=O)C2=O)N(CCC2CCCCC2)C1=O	5	-0.7	13	5	3.5	1	-0.1	nt
O=C(O)c1cccc(S(=O)(=O)N2CCOCC2)c1	1	nt	12	-6	1.7	-10	nt	8
O=C(O)c1c[nH]c2nccnc12	-4	1.1	9	14	-0.3	-3	0.1	3
c1cc(-n2nnc3cnccc32)ccn1	1	-0.3	20	-3	1.2	-11	0.1	1
CCn1c(CNC(=O)c2ccc(F)cc2)cc2ccccc21	-2	0.0	1	?	-0.6	-50	0.1	-14
CCCS(=O)(=O)NC(=O)C1(C)CCCN(C(=O)c2ccc(OC)cc2)C1 (centres undefined)	-1	0.0	15	-2	-1.8	-21	-0.2	-2
Cc1cccc(NC(=O)C(=O)NCC2CCCO2)c1 (centres undefined)	-4	-1.2	4	6	0.1	-19	0.0	-16
Cc1ccc(NC(=O)Cn2cc(C(=O)C3CC3)c3ccccc32)cc1	1	0.6	-9	5	-2.2	-11	0.0	nt
Cn1cc(C(=O)c2cccc(Cl)c2)cc1/C=N\O	2	nt	18	1	0.8	-8	0.0	nt
O=C(Nc1nc2c(Cl)c(Cl)ccc2s1)C1CC1	-1	nt	3	-8	-0.6	-16	0.1	-4
Cc1cccc(C(=O)Nc2ccc(S(=O)(=O)N3CCOCC3)cc2C)c1	0	0.0	-1	12	2.8	-20	0.5	0
Cc1cccc(C)c1-n1nnnc1C1(C)CCC(=O)N1Cc1ccc(F)cc1 (centres undefined)	12	0.4	-2	-15	-3.9	-14	0.1	nt
CC(C)(C)OC(=O)NCCCC[C@H](NC(=O)c1[nH]cnc1C(=O)Nc1ccccc1)C(=O)OC(C)(C)C	-3	0.2	-30	-2	3.9	-12	0.1	1
CSCC(=O)N1CCCC(CNC(=O)c2ccccc2Cl)C1 (centres undefined)	0	nt	-4	12	1.6	3	0.1	nt
CC(=O)Nc1ccc(NC(=O)c2sc3nc4n(c(=O)c3c2C)CCCCC4)cc1	1	-0.8	nt	-4	-0.3	-10	0.0	nt
CCCCNC(=O)C[C@@H]1C[C@@]2(C(=O)OCC)CCCC=C2N(Cc2ccc3c(c2)OCO3)C1=O	-4	nt	-38	7	0.7	-12	-0.1	nt
O=C(Nc1ccc(F)cc1)N1CCc2ccccc2C1	0	0.3	-6	-4	2.0	-15	0.0	nt
C[C@@H]1CN([C@@H](C)CO)S(=O)(=O)c2ccc(-c3cccnc3)cc2O[C@@H]1CN(C)Cc1ccccn1	2	5.6	-2	2	1.6	9	-0.1	-13
CCN1CCN(CC(=O)Nc2cc(S(=O)(=O)N(CC)c3ccccc3)ccc2Cl)CC1	-2	-0.2	-22	11	-1.9	11	-0.1	1
O=C(Nn1cnnc1)c1ccc([N+](=O)[O-])cc1	4	nt	-4	8	-0.8	-11	0.0	8
Cc1ccc(C)c(OCCC(=O)NCCc2ccc(F)cc2)c1	1	nt	-33	4	3.3	5	0.0	-3
O=C(NC1CCCC1)C(c1ccncc1)N(C(=O)c1csnn1)c1ccc(F)cc1 (centres undefined)	0	nt	7	-2	0.6	-11	0.1	-12

The listing continues.
SMILES	CASP6 VEID inh	E-selectin induc	GSIS activator	DENV2 CPE	CFTR F508del cor	RAD52 inh	XiGFP reactiv	RAD54 branch
O=C(C[C@@H]1C=C[C@@H](NC(=O)Nc2ccc(C(F)(F)F)cc2)[C@@H](CO)O1)NCc1ccccn1	-1	0.2	1	0	1.1	1	0.1	5
Cc1noc(C)c1S(=O)(=O)Nc1ccc2c(c1)C(=O)N([C@@H](C)CO)C[C@H](C)[C@@H](CN(C)C(=O)NC(C)C)O2	-1	0.3	-8	-1	-0.8	7	0.0	-3
CCOc1ccccc1NC(=S)NCCCn1ccnc1	-19	2.1	-16	3	-3.2	-4	0.0	-2
Nc1nc(Nc2ccccc2F)nc(N2CCOCC2)c1[N+](=O)[O-]	1	5.3	5	5	-3.6	-6	0.0	nt
O=C(Cc1ccccn1)N1CC(=O)N2[C@@H](CO)[C@@H](c3ccc(-c4ccccc4)cc3)[C@@H]2C1	2	-0.3	-3	1	-2.6	-8	0.0	nt
Cc1ccc2c(c1)-c1c(cnn1CC(=O)N1CCCN(Cc3ccccc3F)C1)CO2	2	0.1	-11	12	1.3	-11	0.0	-5
Cc1cccc(OCCCN2CCOCC2)c1	-1	nt	7	3	-0.6	-9	0.0	-7
O=C(N/N=C/c1ccccc1C(=O)O)c1cccc(S(=O)(=O)N2CCCCC2)c1	-3	-0.4	-8	-4	-1.5	-24	0.2	0
Cn1c(N)c(C(=O)COC(=O)/C=C/c2ccc(Cl)cc2Cl)c(=O)n(C)c1=O	-9	0.0	nt	-7	5.1	-6	0.3	2
O=S(=O)(NCC1CCCN(Cc2ccccc2)C1)c1cccc2cccnc12 (centres undefined)	1	-0.2	9	-3	2.5	-20	-0.2	9
